# SENP8 block-1 = human SENP8 protease inhibitors, primary screen, biochemical, fluorescence, Nedd8 protein substrate, uHTS | Sentrin-specific protease 8 (Homo sapiens), Q96LD8 | recombinant SENP8 | inhibition, % at 20 µM | 360,000 compounds, 0.64% hits | AID 602440, 2012; in the data active = inhibition mostly above about 40%, no sharp cut-off; inactive = mostly below about 27%
# UBC13 inh = UBC13 polyubiquitin chain formation inhibitors, primary screen, biochemical, TR-FRET, uHTS | Ubiquitin-conjugating enzyme E2 N (Homo sapiens), P61088 | inhibition, % at 20 µM | 330,000 compounds, 0.47% hits | AID 485273, 2010; in the data active = inhibition above about 45%, passing the limit was not always enough
# Target sequence (P61088 whole entry, looked up): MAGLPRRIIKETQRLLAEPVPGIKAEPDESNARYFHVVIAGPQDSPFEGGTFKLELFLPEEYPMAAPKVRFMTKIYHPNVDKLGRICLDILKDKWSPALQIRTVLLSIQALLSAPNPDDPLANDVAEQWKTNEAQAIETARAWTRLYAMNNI
# SENP1 inh = human SENP1 catalytic domain inhibitors, primary screen, biochemical, FRET, uHTS; recombinant SENP1 catalytic domain, CyPet-SUMO1-YPet FRET cleavage; inhibition, % at 10 µM; 360,000 compounds, 0.21% hits; AID 624204, 2012;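 active = inhibition at least 30% at 10 µM, raw YFP signal under a set limit, fluorescence ratio 0.5 to 1.5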;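 note: 0% = enzyme with DMSO and 100% = no enzyme wells; some results filed as inactive read as strong as hits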
#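 Assay system – human recombinant His6-tagged SENP1 catalytic domain enzyme · Input – SENP1 enzyme, 20 pM final · Buffer or medium – Tris pH 8 buffer plus EDTA, NaCl, BME, BSA, NP40, catalase · Schedule – 50 min reaction at room temperature · Technique – FRET read of cyan and yellow fluorescence · Control set – no-enzyme wells low, DMSO-plus-enzyme wells high control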
# SENP8 block-2 = SENP8 protease inhibitors, primary screen, biochemical, luminescence; Sentrin-specific protease 8 (Homo sapiens), Q96LD8; purified SENP8, Z-RLRGG-aminoluciferin cleavage; inhibition, % at 10 µM; 330,000 compounds, 1.2% hits; AID 2540, 2010; in the data active = inhibition above about 50%
# Apaf-1 inh = inhibitors of human Apaf-1 apoptosome, primary screen, biochemical, DEVD-Rh110 fluorescence, uHTS; Apoptotic protease-activating factor 1 (Homo sapiens), O14727; reconstituted apoptosome caspase-3 activity; inhibition, % at 20 µM; 330,000 compounds, 0.71% hits; AID 489030, 2010; active = inhibition of at least 40% at 20 µM;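 note: plate controls were DMSO wells for no effect and DEVD-CHO caspase inhibitor wells for full effect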
#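 System: reconstituted apoptosome with Apaf-1, cytochrome c, caspase-9, procaspase-3, dATP; Signal: Rh110 fluorescence intensity; Schedule: 30 min compound preincubation, 50 min activation, room temperature; Reagent: cytochrome c trigger plus (Z-DEVD)2-Rh110 caspase-3 substrate.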
# SENP6 inh = SENP6 protease inhibitors, primary screen, biochemical, luminescence, uHTS; Recombinant SENP6 catalytic domain, aminoluciferin luminescence; inhibition, % at 10 µM; 330,000 compounds, 1.8% hits; Sentrin-specific protease 6 (Homo sapiens), Q9GZR1;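 active = inhibition above about 50% at the single tested dose, limit read from the data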;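 note: plate controls were DMSO wells with enzyme for no effect and DMSO wells lacking enzyme for full effect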
# Target sequence (Q9GZR1 628-1112 limits assumed): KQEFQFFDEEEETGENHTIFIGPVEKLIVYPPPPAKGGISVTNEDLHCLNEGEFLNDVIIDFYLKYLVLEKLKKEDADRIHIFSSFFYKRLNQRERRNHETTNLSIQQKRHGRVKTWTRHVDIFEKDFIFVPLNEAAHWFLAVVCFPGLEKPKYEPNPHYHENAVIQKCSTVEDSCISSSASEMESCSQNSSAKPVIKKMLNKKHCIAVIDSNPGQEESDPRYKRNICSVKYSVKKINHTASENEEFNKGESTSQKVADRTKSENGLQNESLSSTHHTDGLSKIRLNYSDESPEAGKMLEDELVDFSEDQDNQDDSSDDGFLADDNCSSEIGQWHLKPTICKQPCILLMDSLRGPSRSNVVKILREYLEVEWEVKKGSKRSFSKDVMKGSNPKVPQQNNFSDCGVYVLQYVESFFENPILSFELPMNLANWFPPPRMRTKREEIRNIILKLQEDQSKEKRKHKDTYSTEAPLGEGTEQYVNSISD
# SENP7 block = SENP7 protease inhibitors, primary screen, biochemical, luminescence, uHTS. Sentrin-specific protease 7 (Homo sapiens), Q9BQF6. recombinant SENP7, Z-RLRGG-aminoluciferin luminescence, 40 min. inhibition, % at 5 µM. 330,000 compounds, 1.5% hits;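 active = inhibition above about 50% at the single test dose, limit read from the data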;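 note: plate controls were DMSO with enzyme for no effect and no enzyme buffer wells for full effect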
# Target sequence (Q9BQF6 706-1050 limits assumed): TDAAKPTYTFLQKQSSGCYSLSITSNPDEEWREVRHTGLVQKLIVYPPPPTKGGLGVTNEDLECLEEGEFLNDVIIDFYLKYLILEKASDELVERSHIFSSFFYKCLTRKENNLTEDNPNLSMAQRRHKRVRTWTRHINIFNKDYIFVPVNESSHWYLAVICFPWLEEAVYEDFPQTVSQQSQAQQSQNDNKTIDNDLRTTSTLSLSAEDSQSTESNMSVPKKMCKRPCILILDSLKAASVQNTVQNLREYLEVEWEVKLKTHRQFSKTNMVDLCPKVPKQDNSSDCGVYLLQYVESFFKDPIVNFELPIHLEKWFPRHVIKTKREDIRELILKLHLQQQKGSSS
# A3G deaminase = APOBEC3G DNA deaminase inhibitors, primary screen, biochemical, fluorescence, single-stranded DNA substrate, uHTS | AID 493012, 2011 | inhibition, % at 20 µM | recombinant A3G, ssDNA deamination FAM/TAMRA fluorescence | 330,000 compounds, 0.28% hits | DNA dC->dU-editing enzyme APOBEC-3G (Homo sapiens), Q9HC16;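 active = inhibition of at least 40% at 20 µM, with no more than 30% in the related APOBEC3A deaminase screen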;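 note: plate controls were DMSO wells with A3G for no effect and wells lacking A3G enzyme for full effect; some compounds called inactive have numbers as strong as hits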
# The depositor's hits bear a star; . = not tested or not shown. The order is random; about 3.6% have a hit in one of these screens.
# Start of the listing, in advance:
SMILES,SENP8 block-1,UBC13 inh,SENP1 inh,SENP8 block-2,Apaf-1 inh,SENP6 inh,SENP7 block,A3G deaminase
Cc1ccc(OCC(=O)Nc2ccc3c4c(cccc24)CC3)c(C)c1,-10,3,-3,10,-14,-1,-1,-6
COc1ccccc1NC(=O)COC(=O)CCS(=O)(=O)c1ccc(C)cc1,16,13,0,-6,10,5,-2,1

# The listing, from the first entry:
SMILES,SENP8 block-1,UBC13 inh,SENP1 inh,SENP8 block-2,Apaf-1 inh,SENP6 inh,SENP7 block,A3G deaminase
Cc1ccc(OCC(=O)Nc2ccc3c4c(cccc24)CC3)c(C)c1,-10,3,-3,10,-14,-1,-1,-6
COc1ccccc1NC(=O)COC(=O)CCS(=O)(=O)c1ccc(C)cc1,16,13,0,-6,10,5,-2,1
CC(C(N)=O)N1C(=O)C2C3C=CC(C3)C2C1=O (stereo unspecified),15,1,1,9,-9,-5,-4,-5
C[C@H](NS(=O)(=O)c1ccccc1F)C(=O)OCC(=O)Nc1ccc2c(c1)OCCO2,3,3,1,-5,5,0,3,2
CC(C)(C)c1ccc(C(=O)NC(=S)NCc2cccnc2)cc1,35,8,-1,-11,18,-6,-7,-2
Cc1cccc(C)c1NC(=S)N(Cc1ccco1)C1CCN(C(C)C)CC1,9,8,5,-3,4,-12,2,-7
CCCCC[C@H](O)/C=C/[C@@H]1[C@@H](C/C=C\CCCC(=O)O)[C@H]2CO[C@@H]1C2,6,-24,-1,-7,13,-20,-20,-5
CCOc1cc(C(=O)Nc2ccc(NC(C)=O)cc2)ccc1OCC(=O)N1CCCCC1,14,11,0,-1,5,-12,5,-7
c1csc(Cc2nn3c(-c4n[nH]c5c4CCC5)nnc3s2)c1,-10,-8,-2,4,41*,6,16,10
COc1cc2c(cc1OC)CN(CC(O)c1ccccc1)CC2 (stereo unspecified),-328,19,-98,-1,4,-12,3,3
Cc1ccc(S(=O)(=O)CCC(=O)OCC(=O)NCCc2ccc(S(N)(=O)=O)cc2)cc1,6,-2,3,-5,7,-7,-10,-4
CCOC(=O)c1ccccc1NC(=O)CSc1nnc(C(C)C)n1CC,13,2,1,-3,-6,-5,4,-2
CCN1CCN(C(c2ccc(OC)cc2)C(O)C(=O)c2c[nH]c3ccccc23)CC1 (stereo unspecified),4,5,1,0,-6,-9,3,-6
Cc1onc(CO)c1C(=O)Nc1nccs1,4,4,2,3,-1,-24,2,-6
CCOc1ccc(NC(=O)CN(C)C(=O)c2ccc(OCc3ccccc3)c(OC)c2)cc1OCC,7,-8,1,-13,17,-3,-12,-5

# Individual results from the entries so far:
# In A3G deaminase, CC(C(N)=O)N1C(=O)C2C3C=CC(C3)C2C1=O (stereo unspecified) shows -5
# In A3G deaminase, Cc1cccc(C)c1NC(=S)N(Cc1ccco1)C1CCN(C(C)C)CC1 shows -7
# In SENP6 inh, c1csc(Cc2nn3c(-c4n[nH]c5c4CCC5)nnc3s2)c1 shows 6
# In SENP7 block, CC(C)(C)c1ccc(C(=O)NC(=S)NCc2cccnc2)cc1 shows -7
# In SENP1 inh, CCOc1ccc(NC(=O)CN(C)C(=O)c2ccc(OCc3ccccc3)c(OC)c2)cc1OCC shows 1
# In SENP8 block-2, CCN1CCN(C(c2ccc(OC)cc2)C(O)C(=O)c2c[nH]c3ccccc23)CC1 (stereo unspecified) shows 0

# Later entries.
SMILES,SENP8 block-1,UBC13 inh,SENP1 inh,SENP8 block-2,Apaf-1 inh,SENP6 inh,SENP7 block,A3G deaminase
C=CCn1c(C)cc(-c2csc(NCC)n2)c1C,-1,-3,19,-8,25,1,-4,-5
CCn1c(=O)c2cc(C(=O)NCCC(C)C)sc2c2ccccc21,-294,14,0,-8,17,7,-3,-7
Cc1nn(-c2ccccc2)cc1C(=S)Nc1ccccc1,24,-12,-2,-5,14,-20,-7,-8
COC(=O)c1ccc(C(=O)OC)c(NC(=S)N2CCN(c3ccccc3F)CC2)c1,-318,-8,-31,-11,20,-17,-4,-10
O=C(NCC1CCCO1)c1cccc(NS(=O)(=O)c2ccc(Br)cc2)c1 (stereo unspecified),3,-2,-1,-11,5,-12,14,-10
CCCCn1c(N)c(N(CC(C)C)C(=O)COC(=O)C2(c3ccccc3)CC2)c(=O)[nH]c1=O,5,2,-2,-7,-3,-6,-5,-7
Cn1c(=O)[nH]c(=O)c2c1nc(Br)n2CCCSc1nc2ccccc2o1,22,5,2,2,0,5,-4,-4
Cc1ccc(Nc2ncc(C(=O)NCCCN3CCN(C)CC3)c3ccccc23)cc1Cl,-400,26,-2,0,7,-6,-1,2
CCCc1nnc(NC(=O)CN2C(=O)c3ccccc3C2=O)s1,20,4,0,1,-3,-15,-1,-12
COc1ccc(/C=N/S(=O)(=O)c2cccs2)cc1,13,1,1,1,1,-13,3,-1
CCN(CC(=O)Nc1cccc(OC)c1)c1ncnc2sc(C)c(C)c12,4,9,1,-1,2,0,-7,-2
CCCC(C(=O)NC(C)(C)CC)N(CC1CCCO1)C(=O)CNS(=O)(=O)c1ccc(F)cc1 (stereo unspecified),1,-7,2,5,1,12,8,-4
N#Cc1cccc(NC(=O)COC(=O)c2ccccc2C(=O)c2ccc(Cl)c([N+](=O)[O-])c2)c1,14,3,0,4,2,14,0,0
CCOC(=O)c1cc2sccc2n1CC(=O)N1CCc2ccccc21,-3,1,0,-2,-7,-30,6,-7
O=C1c2ccccc2C(=O)N1OCc1c(F)cccc1Cl,13,-3,1,-17,4,24,-4,-13
COc1ccc(CNC(=O)C(c2ccc(C)o2)N(C(=O)c2csnn2)c2ccc(C(C)C)cc2)cc1 (stereo unspecified),10,-7,-1,3,28,-9,6,1
O=C1N=C2SCCN2/C1=C\c1ccccc1Cl,22,6,1,1,12,-6,9,6
CC(C)c1[nH]nc2c1C(C1C=CCCC1)C(C#N)=C(N)O2 (stereo unspecified),6,6,1,-7,7,-7,2,-5
CCCc1cnc(N2CCN(C(=S)NC)CC2)nc1,-14,-5,0,-2,-18,-6,0,-3
CN(C(=O)NC1CC(=O)N(c2ccc3c(c2)OCCO3)C1)c1ccccc1 (stereo unspecified),6,-1,0,-6,-2,-16,2,-4
Cc1c(NC(=O)C(C)OC(=O)c2ccccc2O)c(=O)n(-c2ccccc2)n1C (stereo unspecified),6,-8,4,-4,-3,-7,0,-1
O=C(C1CCCO1)N1CCC(c2nc3ccccc3[nH]2)CC1 (stereo unspecified),15,12,-1,6,-8,-11,-3,-5
COC(=O)c1ccc(OC(=O)CCN2c3ccccc3Sc3ccccc32)cc1,-1,-6,-2,-9,-1,-20,-6,-4
COc1ccc(OC)c(NC(=O)CNC(=O)c2cccs2)c1,12,-5,1,-7,-7,-17,-6,-13
CCOC(=O)N1CCC(NC(=O)c2cc3ccccn3n2)CC1,-19,-10,2,-14,7,-10,-12,-8
COc1cccc(-n2nnc3c(=O)n(Cc4ccc(C)cc4)cnc32)c1,13,-5,-1,-6,2,-4,7,-4
CC(C)(C)NC(=O)CN(C(=O)CS(=O)CC(=O)Nc1ccc(F)cc1)c1ccccc1F (stereo unspecified),3,-1,0,6,-8,1,7,-3
CCOC(=O)c1ccc(-c2ccc(/C=C(\C#N)C(=O)NCC3CCCO3)o2)cc1 (stereo unspecified),-204,-7,-34,-1,20,0,-1,4
Cc1ccccc1NC(=O)NC1(C(=O)N2CCOCC2)CCCCC1,7,0,2,-3,-7,-17,10,-15
O=C(O)CC1(CC(=O)Nc2ccc(Cl)cc2C(=O)c2ccccc2)CCCC1,22,-7,3,-8,4,-8,-10,-9
O=C(CN1CCN(S(=O)(=O)c2ccc(Cl)cc2)CC1)Nc1ccc2c(c1)OCCO2,6,2,2,1,15,10,8,1
COc1cc2c(ccc3cc(OC)c(OC)c(O)c32)cc1O,-7,-60,-1,3,-21,-2,2,46
Cc1ccc(S(=O)(=O)N(C)c2ccc(OCC(=O)Nc3cccc(-n4cnnn4)c3C)cc2)cc1,13,5,3,-1,-6,-3,-3,-2
CCSc1nnc(NC(=O)CN(C)S(=O)(=O)c2ccc(F)cc2)s1,16,0,1,-4,-22,-2,2,-1
CCC(C)[C@H](NC(=O)NCc1ccc(S(N)(=O)=O)cc1)C(=O)O (stereo partly specified),21,-4,3,0,-12,8,4,5
CC(C)(C)NS(=O)(=O)c1ccc(CCC(=O)NCc2ccc3c(c2)OCO3)cc1,15,-4,4,13,-2,-16,-3,-2
CCCNC(=O)COc1ccc2c(=O)c(Oc3ccccc3F)coc2c1,6,-6,2,-19,5,-12,-6,-11
CCCn1c(=O)c2c(C(F)(F)F)cc(-c3cccs3)nc2n(CCC)c1=O,-287,-4,-3,2,-2,0,4,-2
O=C1Nc2ccccc2N(O)N1c1cc(-c2ccccc2Cl)no1,27,3,2,-9,10,-47,9,-7
COc1ccc(OCC(=O)N/N=C(\CCC(=O)O)c2cccs2)cc1,26,-1,-1,-3,-5,4,4,-1
CC(/C=C1\N=C(SCc2ccccc2Cl)SC1=O)=C\c1ccccc1,19,-11,-7,-8,6,-2,1,-3
COc1ccc(CCNC(=O)C2CCN(C(=O)N(C)C)CC2)cc1OC,12,-5,1,-8,-8,-9,-3,-2
CCOC(=O)C(C)n1cnc2scc(-c3ccc(C)cc3)c2c1=O (stereo unspecified),8,2,0,1,3,7,2,-7
Cn1c(=O)n(C)c2cc(S(=O)(=O)N3CCCCC3)ccc21,0,-4,0,1,-2,-3,-6,-5
Cn1nnc(NC(=O)c2ccccc2)n1,19,1,-2,-1,-1,-21,9,7
CCn1c(SCc2nc3ccccc3c(=O)[nH]2)nnc1-c1ccncc1,3,-4,-1,6,2,3,9,-1
COc1ccc(C=C2C(=O)c3ccccc3C2=O)cc1O,13,-175,1,94*,8,95*,96*,4
COC(=O)CSc1nnc(CNC(=O)c2ccccc2F)n1-c1ccc(F)cc1,14,5,1,8,-6,12,5,-15
CCSc1nnc(NC(=O)Cc2cc(OC)c(OC)c(OC)c2)s1,13,-5,2,-5,4,-13,0,-1
COc1cc(CNc2ncn[nH]2)cc(Br)c1OC,23,4,0,-4,-29,1,2,-8
Cc1cc(C)n2c(SC(C)C(=O)NC3(C#N)CCCCC3)nnc2n1 (stereo unspecified),-46,9,-6,1,-8,-14,8,-4
COc1ccc(-c2c(C)n([O-])c3c([n+]2=O)CCCCC3)cc1OC,15,6,0,-5,-8,-10,0,-3
O=C(NCc1cccs1)C1CCN(C(=O)NCc2ccccc2)CC1,-2,-4,2,3,1,1,8,12
CCOC(=O)C1(CCc2ccccc2)CCN(C(=O)Cc2nonc2C)CC1,5,-2,-1,-2,7,3,4,-5
CC(NC1CCCCC1)C(=O)NN=C(c1ccccc1)c1ccccc1 (stereo unspecified),15,6,-1,-4,15,-8,-2,-1
CCN(c1cc(C)cc(C)c1)S(=O)(=O)c1nnc(NC(=O)C(C)C)s1,3,-9,-1,-8,17,-8,-5,-8
COC(=O)[C@H](CC(C)C)NC(=O)N1CCCCC1,14,-4,2,-6,-13,-4,6,-7
O=C(CCCn1c(=O)c2sccc2n(Cc2cc(=O)n3ccccc3n2)c1=O)NCc1ccco1,-224,0,2,15,-9,-1,-4,2
O=C(C[C@H]1C[C@H](C(=O)N2CCOCC2)[C@@]2(CCC3CCCC3)c3[nH]c4cc(-c5ccco5)ccc4c3CCN2C1=O)NCCC1=CCCCC1,-380,.,-38,.,26,.,3,3
